Compound activity from PubChem.
All columns: NCI-60 one-dose screen, growth in % after 48 h at 10 µM unless noted; 100 = growth as untreated, 0 = no growth, -100 = all killed.
SK-MEL-28: SK-MEL-28 melanoma. hit rate 4.1% among 81,000
HS 578T: HS 578T breast cancer; hit rate 4.1% among 78,000; AID 1794788
LOX IMVI: LOX IMVI melanoma; hit rate 7.4% among 79,000; AID 1794757
MDA-MB-435: MDA-MB-435 melanoma | AID 1794794 | hit rate 7.8% among 82,000
SK-MEL-2: SK-MEL-2 melanoma | hit rate 4.7% among 77,000 | AID 1794763
T-47D: T-47D breast cancer | hit rate 5% among 79,000 | AID 1794792
SK-MEL-5: SK-MEL-5 melanoma; hit rate 6.4% among 80,000; AID 1794755
BT-549: BT-549 breast cancer; hit rate 4.4% among 78,000
An asterisk follows results filed as active; / = no result given; & = joins results of further samples. How the source made its calls: active means growth percent below 10; inactive means the rest.

SMILES	SK-MEL-28	HS 578T	LOX IMVI	MDA-MB-435	SK-MEL-2	T-47D	SK-MEL-5	BT-549
N/C(=N\c1sc(-c2ccccc2)nc1-c1ccccc1)c1ccccc1	81	100	/	87	109	65	94	88
O=C1/C=C(/c2cc3ccccc3o2)Nc2ccccc2NC1=O	103	86	97	98	93	81	93	87
O=C(CC1(O)C(=O)Nc2ccc(Br)cc21)c1ccccc1 (centres undefined)	114	114	98	107	108	94	104	92
Nc1c(C(=O)Nc2ccc(Br)cc2)sc2nc3c(cc12)C(=O)CCC3	107	109	102	97	117	94	100	105
O=C1c2ccccc2N=C(N/N=C/c2ccccc2)[C@@H]2CCCN12	102	93	101	96	100	89	99	97
O=C(Nc1nn(-c2ccc(F)cc2F)nc1-c1ccccc1)c1ccccc1	110	87	86	103	115	86	87	109
CC(=O)Nc1c(C)n(C)n(-c2ccccc2)c1=O	110	104	97	115	/	104	113	105
CCN(CC)CCOc1ccc(NC(=O)C(C(C)C)N2C(=O)/C(=C/c3ccc(Br)cc3)SC2=S)cc1 (centres undefined)	89	84	63	97	101	93	89	110
COc1cccc(-c2cc(-c3ccccc3)c(C#N)c(=O)[nH]2)c1	/	96	96	101	104	93	96	92
O=C1c2ccccc2C(=O)c2c1cccc2N1CCOCC1	76	92	86	72	98	79	92	105
Cc1ccc(NC(=O)c2[nH]c(SCCN(C)C)nc2-c2ccc(F)cc2)cc1C#Cc1cnc2cccnn12	-72*	88	-49*	26	/	84	45	95
OCC(O)CN1CCCCC1 (centres undefined)	94	107	93	101	98	93	102	93
N#Cc1c(-c2cccs2)cc(-c2cnccn2)nc1SCC(=O)NNC(=S)Nc1ccc(F)cc1	114	109	72	101	123	102	90	118
Cc1cc(C)c(OC(=O)CSc2nc3ccccc3c(=O)n2CCc2ccccc2)cc1C	111	94	/	100	112	91	108	104
O=C(O)c1ccc([N+](=O)[O-])cc1-c1cc([N+](=O)[O-])ccc1C(=O)O	104	106	93	109	101	107	105	98
COc1cc(/C=C/C(=O)Nc2ccc(C=C3c4ccccc4C(=O)c4ccccc43)cc2)cc(OC)c1OC	81	73	82	53	91	71	61	82
CC(CCSCCO)SCCO (centres undefined)	111	95	99	107	98	103	103	113
CC(=O)c1c(NS(=O)(=O)c2ccc(N)cc2)c(-c2ccccc2)n(C)c1C	138	97	101	111	96	87	100	108
C=CCSc1nc2ccc(C)cc2cc1/C=N/O	86	82	85	89	74	60	90	73
CCCn1cnc2c(c1=N)C(c1ccc(Br)cc1)c1sc3c(F)cccc3c1O2 (centres undefined)	99	82	74	96	104	66	88	83
O=C(Nc1nc2ccc([N+](=O)[O-])cc2s1)Nc1ccccc1Cl	49	47	/	20	9.6*	-0.2*	-23*	37
COC(=O)CC[C@H](Nc1nc(N)nc(N(C)C2CCCCC2)c1C=O)C(=O)OC	107	114	94	111	97	102	102	101
Cc1cc(C)n(C(=O)c2sc(=S)n(-c3ccccc3)c2NCc2cn(-c3ccc(Cl)cc3)nn2)n1	107	100	94	106	101	84	93	96
CCC(=O)C1C(=O)c2ccccc2C1=O	120	135	98	104	102	113	110	103
COc1ccc(-c2nn3c(-c4cc(Cl)cc(Cl)c4Cl)nnc3s2)cc1	100	86	89	77	91	99	104	104

An excerpt of the results above, for reference:
SMILES	SK-MEL-28	HS 578T	LOX IMVI	MDA-MB-435	SK-MEL-2	T-47D	SK-MEL-5	BT-549
N/C(=N\c1sc(-c2ccccc2)nc1-c1ccccc1)c1ccccc1	81	100	/	87	109	65	94	88
O=C1/C=C(/c2cc3ccccc3o2)Nc2ccccc2NC1=O	103	86	97	98	93	81	93	87
O=C(CC1(O)C(=O)Nc2ccc(Br)cc21)c1ccccc1 (centres undefined)	114	114	98	107	108	94	104	92
Nc1c(C(=O)Nc2ccc(Br)cc2)sc2nc3c(cc12)C(=O)CCC3	107	109	102	97	117	94	100	105
O=C1c2ccccc2N=C(N/N=C/c2ccccc2)[C@@H]2CCCN12	102	93	101	96	100	89	99	97
O=C(Nc1nn(-c2ccc(F)cc2F)nc1-c1ccccc1)c1ccccc1	110	87	86	103	115	86	87	109
CC(=O)Nc1c(C)n(C)n(-c2ccccc2)c1=O	110	104	97	115	/	104	113	105
CCN(CC)CCOc1ccc(NC(=O)C(C(C)C)N2C(=O)/C(=C/c3ccc(Br)cc3)SC2=S)cc1 (centres undefined)	89	84	63	97	101	93	89	110
COc1cccc(-c2cc(-c3ccccc3)c(C#N)c(=O)[nH]2)c1	/	96	96	101	104	93	96	92
O=C1c2ccccc2C(=O)c2c1cccc2N1CCOCC1	76	92	86	72	98	79	92	105
Cc1ccc(NC(=O)c2[nH]c(SCCN(C)C)nc2-c2ccc(F)cc2)cc1C#Cc1cnc2cccnn12	-72*	88	-49*	26	/	84	45	95
OCC(O)CN1CCCCC1 (centres undefined)	94	107	93	101	98	93	102	93
N#Cc1c(-c2cccs2)cc(-c2cnccn2)nc1SCC(=O)NNC(=S)Nc1ccc(F)cc1	114	109	72	101	123	102	90	118
Cc1cc(C)c(OC(=O)CSc2nc3ccccc3c(=O)n2CCc2ccccc2)cc1C	111	94	/	100	112	91	108	104
O=C(O)c1ccc([N+](=O)[O-])cc1-c1cc([N+](=O)[O-])ccc1C(=O)O	104	106	93	109	101	107	105	98
COc1cc(/C=C/C(=O)Nc2ccc(C=C3c4ccccc4C(=O)c4ccccc43)cc2)cc(OC)c1OC	81	73	82	53	91	71	61	82
CC(CCSCCO)SCCO (centres undefined)	111	95	99	107	98	103	103	113
CC(=O)c1c(NS(=O)(=O)c2ccc(N)cc2)c(-c2ccccc2)n(C)c1C	138	97	101	111	96	87	100	108
C=CCSc1nc2ccc(C)cc2cc1/C=N/O	86	82	85	89	74	60	90	73
CCCn1cnc2c(c1=N)C(c1ccc(Br)cc1)c1sc3c(F)cccc3c1O2 (centres undefined)	99	82	74	96	104	66	88	83
O=C(Nc1nc2ccc([N+](=O)[O-])cc2s1)Nc1ccccc1Cl	49	47	/	20	9.6*	-0.2*	-23*	37
COC(=O)CC[C@H](Nc1nc(N)nc(N(C)C2CCCCC2)c1C=O)C(=O)OC	107	114	94	111	97	102	102	101

Next section:
SMILES	SK-MEL-28	HS 578T	LOX IMVI	MDA-MB-435	SK-MEL-2	T-47D	SK-MEL-5	BT-549
Cc1ccc(C(c2ccc(C)c(C)c2)C(O)C(O)C(O)C(O)CO)cc1C (centres undefined)	105	106	104	99	102	99	101	96
O=C1/C(=C\c2cccc(OCCOc3ccc(Cl)cc3)c2)N=C2SCCCN12	94	100	72	75	94	57	52	77
O=C(O)C1CCN(S(=O)(=O)c2ccc(-c3ccccc3)cc2)CC1	91	113	103	120	5.4*	107	108	109
Cc1ccc(C2=CCCCC2)cc1	97	80	108	99	130	113	99	105
COc1cccc(/C=C2\COc3ccc(O)c(O)c3C2=O)c1OC	47	17	-73*	9.1*	97	4.9*	/	35
COc1cccc(-c2nn(-c3ccccc3)cc2-c2ccnc(N3CCN(C(=O)Nc4cccc(C(F)(F)F)c4)CC3)c2)c1	83	62	60	75	65	31	78	107
O=C1C2C3C=CC(CC3)C2S(=O)(=O)C2C3C=CC(CC3)C12 (centres undefined)	112	100	101	102	85	102	108	113
CCOC(=O)C(=O)/C(=C\c1ccc(Cl)cc1)C(=O)N1C(=S)NC(=O)C1CC(C)C (centres undefined)	95	106	112	99	112	98	93	108
C[n+]1ccccc1C[n+]1ccccc1	98	121	114	115	94	105	105	108
CC(C)OC(=O)Nc1cc(F)c(F)cc1F	96	101	109	103	95	104	102	104
O=C(CI)NC(=O)NC(=O)NCCc1ccc(O)cc1	104	112	79	106	98	88	107	102
N#Cc1c(-c2cccs2)cc(-c2cnccn2)nc1SCC(=O)c1ccc(F)cc1	100	94	85	93	102	106	96	/
CN(C)c1nc(NCCNS(=O)(=O)c2ccc(C(=O)/C=C/c3ccc(C(F)(F)F)cc3)cc2)nc(Nc2ccc(F)cc2)n1	-80*	52	-100*	-81*	-7.7*	16	16	-71*
COCCn1cc(-c2csc(-c3cn(C(=O)OC(C)(C)C)c4ccccc34)n2)c2cccnc21	106	99	83	79	93	19	71	81
CC(=O)NC(C)(C)C#N	/	/	103	100	/	92	100	95
Cc1cc(C)c(C#N)c(NN)n1	104	103	96	100	/	102	100	105
C=C(C)[C@@H]1CC[C@]2(C(=O)O)CC[C@]3(C)[C@H](CC[C@@H]4[C@@]5(C)CC[C@H](OC(=O)c6cccnc6)C(C)(C)[C@@H]5CC[C@]43C)[C@@H]12	97	90	90	92	101	75	77	105
Nc1nc(NC(=O)Nc2ccc(Cl)cc2)nn1-c1ccc(S(N)(=O)=O)cc1	101	89	92	97	106	82	93	99
O=C(CSc1nnc(-c2cccs2)n1CC1CCCO1)NN1C(=O)NC2(CCCCC2)C1=O (centres undefined)	123	116	105	105	112	115	111	135
CCC(CC)(CO)CO	107	105	104	110	99	101	101	99
Cc1ccc(Nc2ncnc(Cl)c2N)cc1	118	119	99	100	108	104	110	105
COc1cc(OCc2cccc(-c3ccccc3)c2C)cc(OC)c1CN1CCCCC1C(=O)NCCOCCOCCN (centres undefined)	88	85	-74*	-73*	98	71	87	85
CCCOC(=O)N1CCCC1	102	120	/	114	104	107	130	113
COc1ccc2c(c1)C(C)Cc1c(ncnc1-n1cnc3cc(C)ccc31)N2C (centres undefined)	64	36	22	-18*	47	45	-14*	-3.6*
COc1ccc(C2CC(=O)Nc3c2c(C)nn3-c2nc3ccccc3[nH]2)cc1 (centres undefined)	105	62	/	100	100	111	96	113

Later entries:
SMILES	SK-MEL-28	HS 578T	LOX IMVI	MDA-MB-435	SK-MEL-2	T-47D	SK-MEL-5	BT-549
Nc1nc(=S)[nH]c(=S)[nH]1	110	112	/	112	101	96	100	95
O=C(N/N=C/c1ccc2c(c1)OCO2)c1ccncc1	106&103	102&103	101&97	112&108	108&110	102&112	105	102&103
CN1C(C)(C)CCCC1(C)C	119	107	96	99	111	108	/	103
O=C1c2ccc3c4c(ccc(c24)C(=O)N1CCCCO)C(=O)N(CCCCO)C3=O	16	78	60	3.2*	58	87	78	64
Cc1ccc2c(=O)c(C(=O)O)c[nH]c2n1	108	96	102	110	110	103	108	95
[2H]C([2H])([2H])Oc1cccc(/C=C/C(=O)/C=C(O)/C=C/c2cccc(OC([2H])([2H])[2H])c2OC([2H])([2H])[2H])c1OC([2H])([2H])[2H]	105	95	93	91	103	58	97	102
CCOC(=O)c1c(NC(C)=O)sc2c1CCN(C(=O)OC(C)(C)C)C2	100	101	105	95	/	88	93	100
CS(=O)(=O)Nc1cc(-c2ccc3ncnc(Nc4ccc5c(cnn5Cc5ccccn5)c4)c3c2)cnc1Cl	56	25	71	78	62	18	78	57
NC(=O)C1(Nc2ccc(Br)cc2)CCCC1	106	111	103	105	101	99	103	104
COc1ccccc1C(=O)c1ccccc1	105	101	98	104	108	88	100	/
CCOc1ccc(-n2nc(C(=O)NCc3cccc(C)c3)nc2-c2cc(OC)c(OC)c(OC)c2)cc1	108	88	92	89	86	74	100	91
C#CCN1CCCC(O)C1 (centres undefined)	100	115	97	102	101	80	100	99
O=c1[nH]c(=S)[nH]cc1Cc1ccc(Cl)cc1	104	106	97	102	100	85	107	117
O=C(CCl)N1c2ccccc2Sc2c1ccc1ccccc21	111	82	/	80	83	84	85	37
Clc1ccc2c(NCCCNCc3ccc4c(c3)OCO4)ccnc2c1	51	79	8.8*	-35*	29	-0.5*	-96*	52
C[C@@]1(F)[C@H](O)[C@@H](CO)O[C@H]1n1ncc(=O)[nH]c1=O	113	110	98	99	91	94	101	91
O=C(Cn1nc(-c2ccccc2)ccc1=O)NN1C(=O)c2ccccc2C1=O	108	73	93	107	104	96	100	110
COc1ccc(/C(C)=N/N=C2C(=O)Nc3ccc(F)cc32)cc1S(N)(=O)=O	100	89	94	105	98	85	89	84
COC(=O)[C@H](Cc1ccc(O)cc1)NC(=O)C1(C)CCC[C@]2(C)[C@H]3C[C@H]4C(C(C)C)=C[C@]3(CC[C@@H]12)[C@@H]1C(=O)OC(=O)[C@@H]14 (some centres undefined)	101	97	101	98	105	88	94	105
N#C/C(=C\c1ccc(F)cc1)c1nc(N)nc(Nc2ccc(S(N)(=O)=O)cc2)n1	105	99	101	101	100	90	98	105
COc1cc2nc(N3CCC[C@H](NC4=CC(=O)c5ccccc5C4=O)C3)nc(N)c2cc1OC	-85*	-49*	-83*	-96*	111	-56*	/	105
Cn1cnc([N+](=O)[O-])c1Sc1ncnc2c1ncn2C1OC(CO)C(O)C1O (centres undefined)	103	70	17	34	48	53	85	65

Results in LOX IMVI and BT-549 (2 entries from above):
Compound	LOX IMVI	BT-549
C#CCN1CCCC(O)C1 (centres undefined)	97	99
O=c1[nH]c(=S)[nH]cc1Cc1ccc(Cl)cc1	97	117
